Screens as filed in PubChem.
OX1R antag-1: OX1R (HCRTR1) antagonists, primary screen, fluorescence, CHO/OX1R cells, Fluo-8 calcium, orexin A; inhibition, % at 5 µM; Orexin/Hypocretin receptor type 1 (Homo sapiens), O43613; Fluo-8 calcium fluorescence; actives 0.43% (n = 330,000); AID 434989, 2010;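 active = inhibition above its plate's threshold, mean inhibition of all tested compounds on the plate plus 3 SD, cut at about 37% in these data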;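 also: 0% = orexin A challenge wells and 100% = SB-334867-A antagonist wells; not every result past the cut was called active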
Target sequence (O43613 whole entry, looked up): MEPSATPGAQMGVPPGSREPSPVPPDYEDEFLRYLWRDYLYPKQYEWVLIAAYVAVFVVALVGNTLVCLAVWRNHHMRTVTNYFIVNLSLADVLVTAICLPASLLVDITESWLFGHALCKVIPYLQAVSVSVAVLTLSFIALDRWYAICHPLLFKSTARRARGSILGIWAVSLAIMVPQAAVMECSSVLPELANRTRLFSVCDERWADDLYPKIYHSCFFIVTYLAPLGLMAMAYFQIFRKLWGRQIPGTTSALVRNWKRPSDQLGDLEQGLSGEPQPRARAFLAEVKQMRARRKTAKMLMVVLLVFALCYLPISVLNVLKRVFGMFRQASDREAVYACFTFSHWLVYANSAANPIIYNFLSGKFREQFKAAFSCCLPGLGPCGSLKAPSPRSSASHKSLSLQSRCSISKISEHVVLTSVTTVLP
OX1R antag-2: antagonists of human orexin 1 receptor (OX1R); Orexin/Hypocretin receptor type 1 (Homo sapiens), O43613; OX1R-expressing cells, FRET antagonist read-out; inhibition, % at 6.6 µM; actives 1.8% (n = 330,000); AID 485270, 2010; in the data active = inhibition mostly above about 38%, no sharp cut-off; inactive = mostly below about 40%;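 also: 0% = agonist challenge alone and 100% = reference antagonist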
* marks the source's active call; other numbers are inactive results. An unsorted share of the library; about 2.1% have a hit in one of these screens.

SMILES	OX1R antag-1	OX1R antag-2
Cc1ccc2c(c1)c1nnc(SCC(=O)Nc3cccc(Cl)c3C)nc1n2CC(=O)O	-24	23
COc1ccc(-c2ccc(CCC(=O)O)n2NC(=O)c2ccc(C(C)(C)C)cc2)cc1	2	6
COc1ccccc1-c1cc(C(=O)NCCN2CCOCC2)no1	-12	16
CC1CCCN(CC(O)COc2ccc3c(c2)OCO3)C1 (centres undefined)	-14	12
Cc1c(C(=O)NCCN2CCCC(O)C2)oc2c(F)cccc12 (centres undefined)	0	21
CC(C)CN(CCOc1cccc(N2C(=O)C3=C(CCCC3)C2=O)c1)CC(C)C	-16	21
Cc1cc(CN2CCN(CC(=O)Nc3cc(C(F)(F)F)ccc3-n3cncn3)CC2)no1	-27	6
COc1ccc(NC(=O)CSc2nnc(Cc3cccn3C)n2CCc2ccccc2)cc1OC	-17	12
O=C(OCC(=O)N1CCCC1)c1cccc(Br)c1	-2	2
Cc1cc(=O)oc2cc(NS(=O)(=O)c3ccc(F)cc3)ccc12	-21	19
CC1CCC(N2CCN(c3ccc([N+](=O)[O-])cc3)CC2)CC1 (centres undefined)	-8	19
O=C(NCCCn1ccnc1)/C(=C\c1cccs1)NC(=O)c1cccs1	-12	0
CCOC(CCNC(=O)c1cc2c(=O)[nH]c3ccccc3c2s1)OCC	-6	14
COCCN(C(=O)CCc1nnc(CCc2c[nH]c3ccccc23)o1)C(C)C	-12	11
CC(O)[C@H]1CN=C(N)N1CC(C)(C)C (some centres undefined)	6	0
CCOC(=O)Cc1csc(NC(=O)CN2C(=O)c3ccccc3C2=O)n1	-11	8
N#Cc1nc(-c2ccco2)oc1NCc1ccco1	-7	13
O=C(CSc1ncnc2nc[nH]c12)N1CCN(c2ccccc2)CC1	-16	8
CC(C)N(CCNC(=O)C1CCN(S(=O)(=O)N2CCOCC2)CC1)Cc1ccccc1	-9	5
Cc1cccc(C(=O)CC(=O)c2cc(Cl)ccc2O)c1	-22	11
O=C1CCCC2=C1C(c1cccs1)n1ncnc1N2 (centres undefined)	15	9
CCOc1ccc(N(CC(=O)N2CCCC2)S(=O)(=O)c2c(C)noc2C)cc1	-23	2
NC1=NC(=O)/C(=C/c2ccccc2OS(=O)(=O)c2ccccc2)S1	-16	23
COC(=O)CCP(=O)(O)Cc1ccccc1CP(=O)(O)CCC(=O)OC	-1	15
COC(=O)[C@H](Cc1ccccc1)NC(=O)[C@@]1(C)C[C@@H]1[C@@H](NC(=O)OCc1ccccc1)c1ccccc1	-11	30

Next part, starting with the last five of the part before.
SMILES	OX1R antag-1	OX1R antag-2
O=C1CCCC2=C1C(c1cccs1)n1ncnc1N2 (centres undefined)	15	9
CCOc1ccc(N(CC(=O)N2CCCC2)S(=O)(=O)c2c(C)noc2C)cc1	-23	2
NC1=NC(=O)/C(=C/c2ccccc2OS(=O)(=O)c2ccccc2)S1	-16	23
COC(=O)CCP(=O)(O)Cc1ccccc1CP(=O)(O)CCC(=O)OC	-1	15
COC(=O)[C@H](Cc1ccccc1)NC(=O)[C@@]1(C)C[C@@H]1[C@@H](NC(=O)OCc1ccccc1)c1ccccc1	-11	30
CCOC(=O)c1c(C)[nH]c(C(=O)COC(=O)C23CC4CC(CC(Cl)(C4)C2)C3)c1C	-15	4
Clc1cccc(Cl)c1Cn1nnc(N2CCCC2)n1	-10	6
Cc1cc(C)c2c(-n3cccc3)c(NC(=O)OC(C)C)sc2n1	-15	13
COc1cccc(-c2nc(NC3CCCC3)c3ccccc3n2)c1O	11	30
O=C(/C(=N\Nc1ccc(Br)cc1)Sc1nnnn1-c1ccccc1)c1ccccc1	-24	42
COCCCn1c(SCC(=O)Nc2sc3c(c2C#N)CCCC3)nnc1-c1ccncc1	-35	18
COC(=O)CC1=NN(c2ccc(OC)cc2)C(=O)/C1=C\c1ccc(Cl)cc1	-14	13
COc1cccc2c1OC1(CCN(C(C)C)CC1)N1N=C(c3cccnc3)CC21 (centres undefined)	-11	4
Cc1onc(-c2ccccc2)c1C(=O)NC(=S)Nc1sc2c(c1C#N)CCC(C)C2 (centres undefined)	-8	5
Cc1cccc(NC(=S)N2CCC(c3nc4ccccc4o3)CC2)c1	-17	33
Cc1oc(C(C)(C)C)cc1C(=O)Nc1cccc(C(=O)O)c1	2	3
Cc1ccc(C2(C)NC(=O)N(CC(=O)c3ccc(Cl)s3)C2=O)cc1 (centres undefined)	-18	11
Cc1nc2ccccc2c2oc(C(=O)NCC3COc4ccccc4O3)cc12 (centres undefined)	10	85*
O=C(c1ccc(N2CCCCC2)c([N+](=O)[O-])c1)N1CCN(S(=O)(=O)c2ccccc2)CC1	7	12
O=C1c2ccccc2NC(c2cccnc2)N1c1ccccc1F (centres undefined)	-1	4
Nc1ccc(S(=O)(=O)NCC(=O)OCCOc2ccccc2)cc1[N+](=O)[O-]	-8	42
COc1ccc(CCNCc2csc3nc4ccccc4n23)cc1OC	29	53*
COc1cc(SC)ccc1C(=O)Nc1ncc(Cl)cc1Cl	-12	18
O=C(NC1CC2CCCC(C1)N2Cc1ccccc1)C1CCCCC1 (centres undefined)	-30	5
CCc1ccccc1NC(=O)N1CCC(NC(=O)C(Cc2ccc(OC)c(OC)c2)NC(C)=O)CC1 (centres undefined)	-10	19
Cc1cccc2cc(CN(Cc3ccc(F)cc3)C(=O)N(C)C)c3nnnn3c12	-30	7
CCCOc1cccc(C2C(C(=O)c3cccs3)=C(O)C(=O)N2CCN2CCOCC2)c1 (centres undefined)	-10	-5
CC(=O)c1ccc(NC(=S)NCCc2ccc(S(N)(=O)=O)cc2)cc1	3	6
CCOC(=O)CCP(=O)(O)C(O)(c1ccccc1)c1ccccc1	-7	5
CC(=O)c1ccc(OCC(C)C)c(CC(C(N)=O)C(N)=O)c1	-6	20

Quoted at random: 5 compounds from above.
SMILES	OX1R antag-1	OX1R antag-2
CCOc1ccc(N(CC(=O)N2CCCC2)S(=O)(=O)c2c(C)noc2C)cc1	-23	2
COc1cccc2c1OC1(CCN(C(C)C)CC1)N1N=C(c3cccnc3)CC21 (centres undefined)	-11	4
Cc1ccc(C2(C)NC(=O)N(CC(=O)c3ccc(Cl)s3)C2=O)cc1 (centres undefined)	-18	11
COCCCn1c(SCC(=O)Nc2sc3c(c2C#N)CCCC3)nnc1-c1ccncc1	-35	18
O=C1CCCC2=C1C(c1cccs1)n1ncnc1N2 (centres undefined)	15	9

The list continues:
SMILES	OX1R antag-1	OX1R antag-2
CCOC(=O)C1CCCN(C(=O)CN2C(=O)c3ccccc3S2(=O)=O)C1 (centres undefined)	-11	4
Cc1ccccc1CNC(=O)/C=C\C(=O)O	-2	3
Cc1cc(C)cc(-c2nc(-c3ccncc3)no2)c1	-41	17
Cc1ccc(-c2noc(-c3cc4ccccc4oc3=O)n2)cc1	-16	9
Cc1ccc2nc(SCC(=O)NCC3CCCO3)c(C#N)cc2c1 (centres undefined)	-15	27
CCOc1ccccc1C1CC(=O)NC2=C1C(=O)CCC2 (centres undefined)	-14	7
CCOC(=O)c1c(-c2cccc([N+](=O)[O-])c2)csc1NC(=O)CCCOc1ccccc1	-15	20
COc1ccc(Oc2c(C)oc3c(CN4CCOCC4)c(O)ccc3c2=O)cc1	-7	-23
CCOC(=O)/C(=C/C=C1\Sc2ccccc2N1CC)C(C)=O	30	41
CN1CCN(c2nc3c(c(=O)[nH]c(=O)n3C)n2CCCSc2nnnn2-c2ccccc2)CC1	-27	18
O=C1CC2C(=O)NCCN2C(=NC(=O)c2ccccc2)N1 (centres undefined)	-22	16
CCOCCCNC(=O)C1CCCN(S(=O)(=O)CC)C1 (centres undefined)	-14	9
CCN(CC)S(=O)(=O)c1ccc2c(c1)nc(SCC(N)=O)n2-c1ccc(OC)cc1	-21	11
COc1ccc2[nH]c(CN3CCN(CCC(C)C)C(CCO)C3)c(C)c2c1 (centres undefined)	-35	10
O=C1NC2(CCCCCC2)Cc2ccccc21	-9	7
CCn1nc(C)c(CN2CCC(C(=O)Nc3cccc(-c4cccc(F)c4)c3)CC2)c1C	-15	21
CC(C)(C)OC(=O)COc1cc(F)ccc1[N+](=O)[O-]	-8	15
C[C@H](CO)N1C[C@H](C)[C@@H](CN(C)C(=O)Nc2ccc3c(c2)OCO3)Oc2c(NC(=O)Cc3ccccc3)cccc2C1=O	17	4
COC(=O)c1cccc(NC(=O)c2cc(OC)c(OC)c(OC)c2Br)c1	-15	11
Cc1oc(-c2ccc3c(c2)OCCO3)cc1C(=O)NC(Cc1ccccc1)C(=O)O (centres undefined)	-3	17
Cc1ccc2nc(N=C(N)N)nc(C)c2c1	-12	8
O=C(CN1CCN(Cc2ccccc2Cl)CC1)N/N=C/c1ccco1	-22	12
Cc1ccc(S(=O)(=O)NCCCC(=O)N2CCC(C)CC2)cc1	-31	9
CCOc1ccc(S(=O)(=O)N2CCC(C(=O)NCc3ccco3)CC2)cc1	-3	10
O=C(Nc1ccc(O)cc1)C1CC=CCC1 (centres undefined)	-14	8

By substructure, the entries above with bromine
SMILES	OX1R antag-1	OX1R antag-2
O=C(OCC(=O)N1CCCC1)c1cccc(Br)c1	-2	2
O=C(/C(=N\Nc1ccc(Br)cc1)Sc1nnnn1-c1ccccc1)c1ccccc1	-24	42
COC(=O)c1cccc(NC(=O)c2cc(OC)c(OC)c(OC)c2Br)c1	-15	11

Remaining list, next part:
SMILES	OX1R antag-1	OX1R antag-2
CC(=O)N1CCN(C(=O)CCCNC(=O)c2ccc(Cl)cc2)CC1	8	31
Cc1occc1C(=O)N/N=C/c1ccc2c(c1)OCO2	-8	11
O=C(Nc1ccc(N2CCN(C(=O)c3ccc(Cl)cc3)CC2)cc1)c1ccc(Br)o1	-22	20
CCCCn1c(=O)[nH]c(=O)c2c1nc(-c1cc3c(cc1Br)OCO3)n2C	-41	19
O=C(CSc1ccccn1)N/N=C/c1c[nH]c2ccccc12	1	12
O=C(Nc1ccccc1)c1ccc2c(c1)OCO2	-8	7
COc1ccc(-c2nc(N3CCN(C)CC3)sc2-c2ccc(OC)cc2)cc1	-21	13
Cc1[nH]c2ccccc2c1C(=O)CSc1nc2ccccc2[nH]1	54*	80*
N#CCSc1nc(N)c(C#N)c(C2CCCCC2)c1C#N	-23	13
Cc1cccc(NC(=O)C2CCN(S(=O)(=O)c3ccc4c(c3)NC(=O)CO4)CC2)c1	-21	24
Cc1ccc(/C=C/C(=O)Nc2cccc3ncccc23)o1	-5	13
O=C(CNC(=O)c1ccccc1F)OCn1nnc2ccccc2c1=O	-18	12
N#CCCn1cc(C(N)=O)c(-c2cccs2)n1	-1	15
CC(NS(=O)(=O)c1ccc(OCC(=O)N2CCCC2)cc1)c1ccccc1 (centres undefined)	-4	2
COc1ccc(CCNC(=O)c2ccc3nc(N4CCOCC4)sc3c2)cc1OC	-24	12
CCOC(=O)c1ccc(NC(=S)N(CCN2CCCCCC2)Cc2cccs2)cc1	-35	19
CCOc1ccc(CSC(=N)N)cc1Cl	-15	8
CCc1cc(=O)[nH]c(SCc2cccc3ccccc23)n1	-16	12
COc1cccc(C2=Nc3cccc4cccc(c34)N2)c1	7	8
O=C(c1ccc(-n2cccn2)cc1)N1CCN(c2ncccc2C(F)(F)F)CC1	-3	-12
Cc1cccc(C)c1NC(=O)NN(C(=O)c1ccccc1)C(C)(C)C	-16	11
O=C(CSc1nc2ccc([N+](=O)[O-])cc2[nH]1)c1ccc(Cl)cc1	-14	33
CCOC(=O)c1c(NC(=O)CSc2nnc(-c3c[nH]c4ccccc34)n2CCOC)sc2c1CCCCC2	13	45*
Cc1ccc(-n2ncc3c(=O)[nH]c(SC(C)C)nc32)cc1	-33	3
CC/C(C)=N/Nc1cccc([N+](=O)[O-])c1	-2	4
(cont.)
SMILES	OX1R antag-1	OX1R antag-2
CCn1c(C)cc(/C=C2/SC(=O)N(C(C)C(=O)OC)C2=O)c1C (centres undefined)	-25	9
CCCCSc1nnc(CSc2nc3nc(C)cc(C)n3n2)o1	4	2
COc1cc2c(cc1OC)C(=O)N1[C@H]3c4cc(C)ccc4OC[C@@H]3[C@H](c3ccccc3)[C@]1(C)C(=O)N2	-17	8
O=C(c1ccco1)N1CCN(C(c2ccc(Cl)cc2)c2nnnn2CC2CCCO2)CC1 (centres undefined)	-37	14
O=C(Nc1ccccc1F)C1CCCN(S(=O)(=O)c2ccc(-n3cnnn3)cc2)C1 (centres undefined)	-7	9
Cc1ccccc1C(=O)NC1CCN(CC(=O)NCc2cccs2)CC1	-11	11
CN(C(=O)CSc1ncccc1C(=O)O)c1ccccc1	0	5
COC(=O)C1NN=C(C(=O)c2ccc(Cl)cc2)C1c1ccc(OC)cc1 (centres undefined)	-9	30
CN(C(=O)Cn1nc(C(=O)O)c2ccccc2c1=O)c1ccccc1	-26	12
O=c1c2ccccc2sc2ccc(NCCCN3CCOCC3)cc12	-9	16
O=C1NN(c2ccccc2)C(=O)/C1=C/c1coc2ccccc2c1=O	1	38
O=C(NCCCN1CCOCC1)c1c(F)cccc1F	-6	11
Cc1cc(C(=O)CSc2nc3ccccc3[nH]2)c(C)n1CC1CCCO1 (centres undefined)	59*	54*
COc1cc(C(=S)N2CCCC2)cc(OC)c1OC	-10	13
COc1ccc2cc(/C=N/O)c(Cl)nc2c1	-6	17
N#Cc1nc(-c2ccc(Cl)cc2)oc1NCC1CCCO1 (centres undefined)	-7	32
CCOC(=O)c1nnn(-c2nonc2-n2cccc2)c1CCl	-3	5
COC(=O)c1c(N)sc(C(=O)N2CCOCC2)c1C	-13	10
CCOc1ccc(C2/C(=C(\O)c3c(C)[nH]c(C(=O)OC)c3C)C(=O)C(=O)N2CCN(C)C)cc1 (centres undefined)	-5	1
CCOC(=O)N1CCN(C(=O)CSc2nnc(Cn3c(=O)sc4ccccc43)n2C)CC1	-3	16
COc1ccc(CNc2c(C(=O)O)cnc3c2cnn3C)cc1	-11	10
CCC(=O)Nc1nnc(S(=O)(=O)N(C)Cc2ccco2)s1	-7	27
Cc1ccc(C)c(-n2c(-c3ccc4c(c3)OCO4)n[nH]c2=S)c1	-29	6
Cc1nc(CS(=O)c2ccc(Cl)cc2)cc(N2CCOCC2)n1 (centres undefined)	-6	-2
